# High-throughput results from PubChem BioAssay.
# TRHR PAM – TRH receptor (human) allosteric enhancement | P34981 | TRHR cells, fluo-8 calcium fluorescence, EC20 TRH enhancement | enhancement, % at 2 µM | 360,000 tested, 0.66% active; in the data active = enhancement above about 30%; note: 0% is about no effect
#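 Enhancer read-out: after compound pinning and an initial kinetic agonist-mode read, an EC20 of TRH (10 nM final) was injected and fluo-8 calcium signal (Ex 480/Em 530) followed at 1 s/cycle for 100 cycles in TRHR-expressing cells.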
# D2 agonist – D2 dopamine receptor (human) agonism; HEK293 T-REx D2 cells, calcium flux agonist mode; activation, % at 2 µM; 340,000 tested, 0.53% active;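 active = activation over 3 SD above normal in the single-dose calcium agonist read, cut at about 30% in these data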; note: 0% is about no effect
#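 Agonism is scored from calcium flux in a force-coupled, inducible HEK293 cell line expressing D2, read kinetically for 180 s after compound addition against dopamine controls.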
# rTrxR1 inhibitor – rat TrxR1 inhibition. recombinant rTrxR1, NADPH fluorescence consumption, selenite substrate. Potency, µM (top dose mostly 114 µM), for inactives: at the highest dose activity change, negative = inhibition, usual class: inhibitors. 390,000 tested, 1% active. AID 588453; note: potency is the fitted concentration of half-maximal effect; % is set by controls: 0 for no effect and ±100 for the full control effect; nearly all actives have a fitted effect of over 65% in size
# Target sequence (O89049 whole entry, looked up): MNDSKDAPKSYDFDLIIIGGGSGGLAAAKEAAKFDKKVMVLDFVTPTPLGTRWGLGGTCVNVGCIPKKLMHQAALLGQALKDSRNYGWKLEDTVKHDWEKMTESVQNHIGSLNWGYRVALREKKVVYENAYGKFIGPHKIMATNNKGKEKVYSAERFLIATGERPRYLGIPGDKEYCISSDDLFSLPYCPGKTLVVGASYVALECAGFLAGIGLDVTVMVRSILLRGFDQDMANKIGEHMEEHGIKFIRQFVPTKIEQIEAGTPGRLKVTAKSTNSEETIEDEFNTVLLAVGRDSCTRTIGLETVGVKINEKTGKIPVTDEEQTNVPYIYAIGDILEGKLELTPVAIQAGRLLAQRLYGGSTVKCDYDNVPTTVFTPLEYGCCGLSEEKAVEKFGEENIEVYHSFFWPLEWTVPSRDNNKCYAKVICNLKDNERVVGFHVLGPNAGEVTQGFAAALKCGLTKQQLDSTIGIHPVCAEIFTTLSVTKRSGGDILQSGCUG
#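 Rat TrxR1 (90 nM in the dispensed reagent) was pre-reduced with 400 uM NADPH for 5 min at room temperature, then incubated with compound for 15 min. After 400 uM selenite was added, NADPH fluorescence (Ex 340/Em 450 nm) was followed for 8 min.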
# D2 antagonist – antagonizes the human D2 dopamine receptor; 340,000 tested, 2% active; HEK293 TREx D2 cells, calcium flux, dopamine EC80; inhibition, % at 10 µM; in the data active = inhibition above about 30%; note: 0% is about no effect
#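 HEK293 T-REx D2 cells, tet-induced, calcium dye no-wash. Cpd pintool add, 180 s kinetic, then EC80 DA, 180 s kinetic. Ca flux read.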
# IDH1 R132H inh – blocks human mutant IDH1 R132H enzyme; O75874; IDH1-R132H enzyme, NADPH consumption, diaphorase/resazurin fluorescence; Potency, µM (doses to about 76.6 µM), inactives show top-dose activity change, negative = inhibition, hits mostly inhibitors; 390,000 tested, 0.093% active; AID 602179; note: potency is the fitted concentration of half-maximal effect; % is set by controls: 0 for no effect and ±100 for the full control effect; nearly all actives have a fitted effect of over 65% in size
# Target sequence (O75874 whole entry R132H, stated change not applied): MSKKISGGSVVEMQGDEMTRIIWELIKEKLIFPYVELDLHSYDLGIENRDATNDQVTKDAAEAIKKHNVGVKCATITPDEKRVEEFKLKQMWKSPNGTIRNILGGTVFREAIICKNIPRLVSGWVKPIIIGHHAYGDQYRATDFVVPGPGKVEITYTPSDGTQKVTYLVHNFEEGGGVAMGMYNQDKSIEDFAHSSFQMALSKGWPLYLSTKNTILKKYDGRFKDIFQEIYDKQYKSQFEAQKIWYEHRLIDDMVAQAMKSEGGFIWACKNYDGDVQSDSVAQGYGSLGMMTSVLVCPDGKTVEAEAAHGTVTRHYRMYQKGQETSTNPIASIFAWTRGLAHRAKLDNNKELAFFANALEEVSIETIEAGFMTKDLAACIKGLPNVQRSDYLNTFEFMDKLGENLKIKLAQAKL
#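 IDH1-R132H (0.5 ug/mL dispensed) in pH 7.5 Tris buffer was preincubated 30 min with compound, then given a substrate mix of 0.016 mM NADPH and 2 mM alpha-KG for 80 min at room temperature; remaining NADPH was read by diaphorase/resazurin fluorescence.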
# USP1-UAF1 inh – inhibitors of human USP1/UAF1 deubiquitinase; 390,000 tested, 0.23% active; recombinant USP1/UAF1, Ub-Rhodamine cleavage fluorescence; O94782; Potency, µM (series often up to 57.1 µM), without a hit: top-dose activity change, negative = inhibition, usual class: inhibitors; note: potency is the fitted concentration of half-maximal effect; % is set by controls: 0 for no effect and ±100 for the full control effect; nearly all actives have a fitted effect of over 60% in size; inactives centre near -12
#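 In this screen, compounds sit with the deubiquitinase complex (1nM) for 15 min at room temperature before Ub-Rho is added at 150nM final. Fluorescence rise is then followed for 6 reads every 60 seconds.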
# TRHR agonist – activates the human TRH receptor | TRHR cells, calcium flux fluo-8, FDSS agonist mode | activation, % at 2 µM | 360,000 tested, 0.18% active | AID 493084; in the data active = activation above about 30%; note: 0% is about no effect
#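 Read-out: compound-evoked intracellular calcium rise in TRHR cells, fluo-8 dye, kinetic FDSS fluorescence at 1 s/cycle following a 10-cycle baseline. Cells cultured overnight before dye loading (30 min–1.5 h, RT).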
# TrxR1 substrate – rat thioredoxin reductase 1 substrate activity; purified TrxR1 substrate turnover, NADPH consumption readout; Potency, µM (titrated, usually from 114 µM), for inactives: at the highest dose activity change, negative = substrate turnover; O89049; 390,000 tested, 0.01% active; note: potency is the fitted concentration of half-maximal effect; % is set by controls: 0 for no effect and ±100 for the full control effect; nearly all actives have a fitted effect of over 50% in size
#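 Rat TrxR1, dispensed at 90 nM, was prereduced with 400 uM NADPH (final) for 5 min at ~22 deg C, then incubated with compound 15 min before 400 uM selenite. A first-read NADPH fluorescence drop versus no-compound background flagged substrates.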
# Pin1 inhibitor – inhibitors of human Pin1 | AID 504891 | Pin1 FP peptide displacement, HiFluor488, 10 min | 390,000 tested, 0.009% active | Potency, µM (doses to about 115 µM), for the others: at the highest dose activity, negative = inhibition, usual class: inhibitors | Q13526; active = well fitted inhibition curve with a large enough effect in the polarisation, with a control signal flat, not every such curve was filed as active; inconclusive = small, poorly fitted or top-dose-only effect, or effect the other way, or a change in a side signal; inactive = no such curve, though single readings can be large or run the other way; the % refers to the polarisation; note: potency is the fitted concentration of half-maximal effect; % is set by controls: 0 for no effect and ±100 for the full control effect
# Numbers without * were called inactive; ? = inconclusive; · = not tested or not shown; & = joins results of further samples; [ ] = remark or other dose. Unless noted, calls come from the whole dose curve; as a rule, active = well fitted inhibition curve with a large enough effect; inconclusive = small, poorly fitted or top-dose-only effect; inactive = no such curve, though single readings can be large or run the other way. Some of the compounds tested; rates above refer to the full screens.
# Results follow in this order: TRHR PAM	D2 agonist	rTrxR1 inhibitor	D2 antagonist	IDH1 R132H inh	USP1-UAF1 inh	TRHR agonist	TrxR1 substrate	Pin1 inhibitor
[1] Cc1ccc(NC(=O)CCN2CC(C)OC(C)C2)cc1 (centres undefined)
    -2	-0.2	10%	10	4%	-9%	-0.2	5%	-3%
[2] COc1ccccc1C(=O)NCCC(=O)N1CCN(S(=O)(=O)c2ccc(Cl)cc2)CC1
    -4	1.1	-5%	-5	9%	-24%	-1.0	2%	-2%
[3] FC(F)(F)c1ccccc1-c1nc(-c2ccncc2)no1
    -7	-1.7	11%[57.1 µM]	-22	3%	-8%	-0.3	12%[57.1 µM]	0%
[4] CN(Cc1ccccc1)C(=O)COC(=O)C12CC3CC(CC(Br)(C3)C1)C2
    ·	·	16%	·	3%	-10%	·	-4%	4%
[5] CCc1c(C)sc(NC(=O)c2ccco2)c1C(=O)N1CCCCC1
    4	-0.5	?	-13	0%	-15%	-0.1	1%	0%
[6] O=C(C1CCN(S(=O)(=O)c2ccc(Cl)s2)CC1)N1CCN(c2ccccc2)CC1
    ·	·	-8%	·	-1%	-2%	·	-6%	0%
[7] CCC(Sc1nc(N)cc(=O)[nH]1)C(=O)NC(C(=O)OC)c1ccccc1 (centres undefined)
    5	0.2	24%	-4	0%	-18%	1.3	7%	-4%
[8] COc1cccc(NC(=O)CN(C)C(=O)c2ccccn2)c1
    ·	·	25%	·	-6%	-20%	·	-2%	4%
[9] COc1ccccc1NC(=O)C1=C(C)NC(=O)NC1c1ccccc1[N+](=O)[O-] (centres undefined)
    -3	1.5	31%[activator][57.1 µM]	14	-6%	5%	-0.1	12%[57.1 µM]	1%
[10] CCCSc1oc(-c2ccco2)nc1S(=O)(=O)c1ccc(Br)cc1
    9	-0.9	?	·	2%	?	-0.4	7%	32%[activator]
[11] CCOC(=O)c1c(C)[nH]c2cc(Br)c(OC)cc12
    0	0.0	15%[57.1 µM]	11	7%	-13%	-0.9	8%[57.1 µM]	-4%
[12] Cc1ccc(CCNC(=O)c2cccc(Nc3nc4ccccc4nc3-n3nc(C)cc3C)c2)cc1
    2	1.4	4%	·	-2%	9%	0.9	7%	-10%
[13] CCN1CCN(C(=O)C2=CC(c3ccc(OC)cc3)=NS(=O)(=O)N2C)CC1
    4	0.6	-9%[57.1 µM]	19	-2%	3%	-0.2	-4%[57.1 µM]	0%
[14] COC(=O)CNC(=O)COC(=O)C(Cc1ccccc1)NC(=O)c1ccco1 (centres undefined)
    -6	10	-4%	2	3%	0%	7.0	1%	-3%
[15] CCCCN1C2CCCC1CC(NC(=O)c1ccccc1Cl)C2 (centres undefined)
    -6	-0.4	12%	-1	-2%	-24%	0.2	0%	-5%
[16] COc1ccccc1NS(=O)(=O)c1cccc(NS(=O)(=O)c2cc(C(=O)O)ccc2OC)c1
    ·	·	12%[57.1 µM]	·	0%	-18%	·	13%[57.1 µM]	·
[17] CC[C@]12c3[nH]c4ccc(Cl)cc4c3CCN1C(=O)[C@@H](CC(=O)NCCN1CCOCC1)C[C@@H]2C(=O)N1CCN(C(=O)C2CC2)CC1
    ·	·	2%	·	3%	?	·	3%	-2%
[18] CCOc1ccc(-n2c(=O)c3sccc3n(Cc3ccc(C)cc3)c2=O)cc1
    1	-0.7	17%	5	1%	-5%	0.0	6%	4%
[19] COc1ccc(C2CC(=O)Oc3c2c(=O)n(C)c2ccccc32)c(OC)c1OC (centres undefined)
    5&1	-0.6&-0.9	2%&-15%	1	0%&28%	-25%&4%	-0.7&2.1	14%	-1%&3%
[20] COC(=O)/C(=C\Nc1ccc(OC)cc1)NC(=O)c1ccc(Cl)cc1Cl
    -4	0.5	6%[0.457 µM]	-12	2%	-21%	-0.1	-3%	0%
[21] CSc1ccccc1OCc1cc(C(=O)N2CCN3CCCC3C2)no1 (centres undefined)
    1	0.1	3%	-9	-3%	-14%	-0.2	-8%	-5%
[22] O=[N+]([O-])c1ccc(N=NN(CCO)CCO)cc1
    -11	·	7%	·	6%	0%	0.7	-10%	-6%
[23] COc1ccc(Cl)cc1NC(=O)COC(=O)C1=NNC(=O)CC1
    ·	·	-6%[11.4 µM]	·	-1%	5%	·	3%[57.1 µM]	9%
[24] O=c1cc(C(F)(F)F)nc(-c2cccnc2)[nH]1
    -2	-0.4	23%	0	8%	-15%	0.9	11%[57.1 µM]	-6%
[25] CCOC(=O)c1c(NC(=O)CCl)sc(CN(C)C)c1-c1ccccc1
    -11	1.8	?	14	2%	-1%	-0.1	-5%[57.1 µM]	-1%
[26] Cc1ccc(C(=O)Nc2ccc3ccccc3n2)cc1
    0	-0.1	22%	17	3%	-19%	-0.4	5%	7%
[27] Cc1ccc(C2(C)NC(=O)N(CC(=O)NNC(=O)c3ccccc3F)C2=O)cc1 (centres undefined)
    0	0.0	14%	7	8%	-5%	-0.1	2%	11%
[28] C=CCN1C(=O)c2ccccc2Sc2ccc(C(=O)N3CCN(C)CC3)cc21
    -3	-0.2	-2%	9	1%	-10%	0.0	2%	3%
[29] CCOc1oc(-c2ccc(OC)cc2)nc1C(F)(F)F
    -8	0.9	2%[57.1 µM]	-3	2%	-19%	-0.6	3%[57.1 µM]	-2%
[30] Cc1cc(Cl)nc(Cl)c1C(=O)NC(=O)NCCC(C)C
    4	0.1	1%	5	-8%	1%	0.1	-8%	1%

# Just TrxR1 substrate, USP1-UAF1 inh and Pin1 inhibitor, for two of the compounds above:
No.	SMILES	TrxR1 substrate	USP1-UAF1 inh	Pin1 inhibitor
7	CCC(Sc1nc(N)cc(=O)[nH]1)C(=O)NC(C(=O)OC)c1ccccc1 (centres undefined)	7%	-18%	-4%
8	COc1cccc(NC(=O)CN(C)C(=O)c2ccccn2)c1	-2%	-20%	4%

# Next section:
# Results follow in this order: TRHR PAM	D2 agonist	rTrxR1 inhibitor	D2 antagonist	IDH1 R132H inh	USP1-UAF1 inh	TRHR agonist	TrxR1 substrate	Pin1 inhibitor
[31] COc1ccccc1N(C)S(=O)(=O)c1ccc(C(=O)Nc2cc(OC)c(OC)c(OC)c2)cc1
    ·	·	13%	·	8%	-16%	·	-1%	1%
[32] CCOc1ccc(NC(=S)N(CCCN2CCOCC2)Cc2cn(C)c3ccccc23)cc1
    6	-0.6	5%	5	1%	-5%	-0.6	0%	-1%
[33] CCN(CC)CCCNC(=O)CSc1nc(-c2ccc(OC)cc2)cc(C(F)(F)F)n1
    -1	-1.0	38%[activator][57.1 µM]	·	1%	0%	0.2	81%[activator][57.1 µM]	-1%
[34] CCCn1c(SCc2nc3sc(C)c(C)c3c(=O)[nH]2)nc2ccccc2c1=O
    2	-0.7	-8%	-3	4%	-7%	-0.5	-5%	21%
[35] CN(CC(=O)NCCCc1ccccc1)Cc1ccc(Br)cc1
    10	-0.6	12%	-13	15%	?	-0.7	-1%	1%
[36] COc1ccc(-c2cc(C(F)(F)F)n3nc(C(=O)N4CCN(C(=O)c5ccco5)CC4)cc3n2)cc1
    21	1.5	-2%	-20	-3%	-24%	-1.1	33%[activator]	0%
[37] COc1ccc(CC(=O)NCc2ccc3c(c2)cc(C)n3C)cc1
    -3	2.4	27%	6	5%	5%	-0.3	-3%	-2%
[38] Cc1cc(C)c(C(=O)Nc2ccc(S(=O)(=O)Nc3ccccn3)cc2)c(C)c1
    -4	0.4	0%[57.1 µM]	17	-8%	-13%	0.0	4%[57.1 µM]	7%
[39] COCc1ccc(C(=O)N2CCCC(CNC(=O)c3ccc(F)cc3)C2)o1 (centres undefined)
    -11	0.1	35µM*	-2	-3%	0%	-0.6	-8%	-13%
[40] COc1ccc(C(=O)OCC(=O)NCC2CCCO2)c(F)c1 (centres undefined)
    4	0.0	-20%	7	-6%	-12%	0.0	-2%	0%

# Entries listed so far that have a Cl atom:
# Results follow in this order: TRHR PAM	D2 agonist	rTrxR1 inhibitor	D2 antagonist	IDH1 R132H inh	USP1-UAF1 inh	TRHR agonist	TrxR1 substrate	Pin1 inhibitor
[2] COc1ccccc1C(=O)NCCC(=O)N1CCN(S(=O)(=O)c2ccc(Cl)cc2)CC1
    -4	1.1	-5%	-5	9%	-24%	-1.0	2%	-2%
[6] O=C(C1CCN(S(=O)(=O)c2ccc(Cl)s2)CC1)N1CCN(c2ccccc2)CC1
    ·	·	-8%	·	-1%	-2%	·	-6%	0%
[15] CCCCN1C2CCCC1CC(NC(=O)c1ccccc1Cl)C2 (centres undefined)
    -6	-0.4	12%	-1	-2%	-24%	0.2	0%	-5%
[17] CC[C@]12c3[nH]c4ccc(Cl)cc4c3CCN1C(=O)[C@@H](CC(=O)NCCN1CCOCC1)C[C@@H]2C(=O)N1CCN(C(=O)C2CC2)CC1
    ·	·	2%	·	3%	?	·	3%	-2%
[20] COC(=O)/C(=C\Nc1ccc(OC)cc1)NC(=O)c1ccc(Cl)cc1Cl
    -4	0.5	6%[0.457 µM]	-12	2%	-21%	-0.1	-3%	0%
[23] COc1ccc(Cl)cc1NC(=O)COC(=O)C1=NNC(=O)CC1
    ·	·	-6%[11.4 µM]	·	-1%	5%	·	3%[57.1 µM]	9%
[25] CCOC(=O)c1c(NC(=O)CCl)sc(CN(C)C)c1-c1ccccc1
    -11	1.8	?	14	2%	-1%	-0.1	-5%[57.1 µM]	-1%
[30] Cc1cc(Cl)nc(Cl)c1C(=O)NC(=O)NCCC(C)C
    4	0.1	1%	5	-8%	1%	0.1	-8%	1%
